# STK33 kinase inh = human STK33 kinase inhibition; purified STK33, MBP phosphorylation, ADP-Glo luminescence; Q9BYT3; 0.073% of 320,000 active; inhibition, % at 10 µM;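 active = inhibition at or above 25%, using the most active replicate where run in duplicate; inactive = inhibition below 25%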
# Target sequence (Q9BYT3 whole entry, looked up): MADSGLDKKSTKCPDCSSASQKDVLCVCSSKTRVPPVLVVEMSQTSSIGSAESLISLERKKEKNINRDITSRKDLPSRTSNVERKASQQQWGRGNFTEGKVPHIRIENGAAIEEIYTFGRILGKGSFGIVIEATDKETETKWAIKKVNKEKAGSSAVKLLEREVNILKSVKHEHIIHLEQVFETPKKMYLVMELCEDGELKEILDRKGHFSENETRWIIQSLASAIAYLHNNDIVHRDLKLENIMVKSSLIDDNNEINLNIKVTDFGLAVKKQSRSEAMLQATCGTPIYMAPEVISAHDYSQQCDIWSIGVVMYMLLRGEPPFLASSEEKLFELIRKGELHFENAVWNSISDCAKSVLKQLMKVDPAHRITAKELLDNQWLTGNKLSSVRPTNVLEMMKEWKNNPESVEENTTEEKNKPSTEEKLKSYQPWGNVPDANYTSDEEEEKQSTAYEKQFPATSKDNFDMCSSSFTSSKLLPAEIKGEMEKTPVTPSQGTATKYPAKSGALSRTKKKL
# OX1R FRET antag = OX1R (human) antagonism; OX1R-expressing cells, FRET antagonist read-out; inhibition, % at 6.6 µM; 1.8% of 330,000 active; AID 485270; in the data active = inhibition mostly above about 38%, no sharp cut-off; inactive = mostly below about 40%;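 note: 0% = agonist challenge alone and 100% = reference antagonist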
# Target sequence (O43613 whole entry, looked up): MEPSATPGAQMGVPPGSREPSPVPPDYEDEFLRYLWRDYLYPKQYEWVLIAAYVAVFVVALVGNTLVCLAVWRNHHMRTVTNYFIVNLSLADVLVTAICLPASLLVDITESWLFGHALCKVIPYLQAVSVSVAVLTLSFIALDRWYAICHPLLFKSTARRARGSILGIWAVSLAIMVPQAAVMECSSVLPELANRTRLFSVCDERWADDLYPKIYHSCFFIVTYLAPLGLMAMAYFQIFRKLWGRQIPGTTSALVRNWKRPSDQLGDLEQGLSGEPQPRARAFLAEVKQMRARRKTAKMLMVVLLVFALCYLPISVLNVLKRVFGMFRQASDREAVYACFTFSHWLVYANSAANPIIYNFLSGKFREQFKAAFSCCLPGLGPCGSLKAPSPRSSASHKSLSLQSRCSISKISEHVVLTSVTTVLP
# * = called active by the depositor; / = no result given.
molecule,OX1R FRET antag,STK33 kinase inh
CCc1ccc(N(CC(=O)NCc2ccc(OC)cc2)C(=O)CCC(=O)Nc2ccccn2)cc1,13,-1.9
Cc1ccc(CS(=O)Cc2ccc(C(=O)N3CCN(C4CCCCC4)CC3)o2)cc1 (stereo unspecified),15,-0.8
O=C(CCN1c2ccccc2Sc2ccccc21)Nc1ccccc1,26,-1.4
COc1ccc(NC(=O)c2cc(C)cc(C)c2)cc1[N+](=O)[O-],9,-0.4
CCc1ccc(NC(=O)c2cccnc2)cc1,12,-1.1
Cc1ccc(CCNC(=O)CCn2ccc3cc(S(=O)(=O)N4CCCC4)ccc32)cc1,11,0.0
COc1cccc(-n2c(CN3CCN(c4ccccn4)CC3)nc3ccc([N+](=O)[O-])cc3c2=O)c1,35,-0.5
CSc1nc2nccc(-c3ccc(Oc4ccccc4)cc3)n2n1,12,-1.4
Cc1cccc(-c2nc3c(c(SCC(=O)N4CCCC4)n2)COC(C)(C)C3)c1,10,-0.7
Nc1cc(S(=O)(=O)Nc2ccc(Cl)cc2)ccc1N1CCOCC1,15,0.2
COc1ccccc1C(=O)NCC(=O)NCCCN1CCOCC1,1,-0.5
O=C(Cc1csc(NC(=O)Nc2ccc(Cl)cc2)n1)NCc1cccnc1,12,1.6
COCCNC(=O)CN(C(=O)CCC(=O)Nc1ccccn1)c1ccc(C)cc1C,1,-0.3
Cc1ccc(C)c2[nH]c(=O)c(C(c3nnnn3CCc3ccccc3)N3CCOCC3)cc12 (stereo unspecified),12,1.7
COc1cccc(N(C(=O)c2snc(C(N)=O)c2N)C(C(=O)NCc2ccccc2)c2ccc(O)cc2)c1 (stereo unspecified),2,-1.0
CNC(=O)c1sc(Nc2ccc(OCc3ccccc3)cc2)nc1C,33,-0.7
Cc1cc(S(=O)(=O)NCc2cccs2)ccc1-n1cnnn1,7,0.1
CCOC(=O)c1c(-c2ccc(C)cc2)csc1NC(=O)CCN1CC(C)OC(C)C1 (stereo unspecified),14,0.3
O=[N+]([O-])c1ccc(N2CCN(c3ccc(F)cc3)CC2)nc1,2,-0.5
O=C(Nc1ccc(F)cc1)c1ccc2ncsc2c1,-6,-0.2
CC(=O)Nc1ccc(NS(=O)(=O)c2ccc(-c3csc(C)n3)s2)cc1,5,4.0
C/C(=N\NC(=S)NC1CCCCC1)c1c(F)cccc1F,11,-0.1
O=C(Nc1cc(-c2ccccc2)[nH]n1)c1ccccc1,22,9.3
CN(CCOc1ccccc1)C(=O)C1CCN(C(=O)c2ccc(F)cc2)CC1,20,0.7
O=C(CSc1nc2ccccc2n1CC(=O)N1CCCC1)Nc1nccs1,4,0.3
COC(=O)C1=C(C(=O)OC)[C@@H]2N(Cc3ccccc3)c3ccccc3[C@@]23C[C@@H](C(=O)OC)N(C(=O)c2ccc(Br)cc2)C3=N1,8,-0.5
C/C(=N/NS(C)(=O)=O)c1ccc2ccccc2c1,5,-0.7
CCOc1ccc(NC(=S)NCCCN2CCN(c3ccc(OC)cc3)CC2)cc1,14,0.6
O=C(Nc1ccccc1)OC1CCCCc2cccnc21 (stereo unspecified),4,-1.0
CCCCN(C)C(=O)C1CCN(Cc2cccnc2)CC1,15,-1.0
CCCCn1c(N)c(N(CCOC)C(=O)CCCc2nc3ccccc3s2)c(=O)[nH]c1=O,16,/
CC(=O)Nc1cc(C(C)(C)C)c(O)c(C(C)(C)C)c1,3,0.9
COC(=O)CC(N)c1ccc(OC)c2ccccc12 (stereo unspecified),10,-1.7
COc1cc(C(=O)NCCOC(=O)c2cccc(N(C)C)c2)cc(OC)c1OC,18,-2.3
O=C(CN(Cc1ccco1)C(=O)CNS(=O)(=O)c1ccc(Cl)cc1)NCc1ccco1,1,0.5
O=[N+]([O-])c1cc([N+](=O)[O-])c(Oc2cncc(Cl)c2)cc1NC1CCCCCCC1,12,-0.6
Cc1ccc2nc(SCCCCOc3ccccc3)[nH]c2c1,23,0.0
OCCNCc1cccc(OCc2ccc(Cl)cc2)c1,10,1.0
Cc1ccc(OCC(=O)NC(=S)Nc2ccc(Br)cn2)cc1C,8,5.8
O=C(Nc1nnc(-c2ccco2)o1)c1cccc(N2C(=O)CCC2=O)c1,15,-0.2
O=C1[C@@H]2[C@H](C(=O)N1n1cnnc1)[C@H]1C=C[C@@H]2C1,20,0.7
CC1CN(c2cc(-c3ccccc3)c3ccccc3n2)CC(C)O1 (stereo unspecified),28,-1.9
CCC(C)C(NC(=O)C1CCC(=O)N1C(=O)OCc1ccccc1)C(=O)NC(C(=O)N1CCCC1C(N)=O)C(C)CC (stereo unspecified),3,-1.7
Cc1cc(C)nc(NC(=O)C(c2ccccc2)c2ccccc2)n1,2,-1.0
CC(C)N1CC2(c3ccccc3)CN(C(C)C)CC(c3ccccc3)(C1)C2=O,9,0.5
O=C(NC1CCCCCC1)c1cc(S(=O)(=O)N2CCOCC2)ccc1F,6,-0.1
Cc1cc(C)c(NC(=O)CSc2ccc(-c3cccnc3)nn2)c(C)c1,14,-0.3
Cc1c(O)nc2sc3ccccc3n2c1=O,12,-1.1
CSc1ccc(S(=O)(=O)NCCOc2ccccc2C)cc1,22,-1.3
Cc1cccc(NC(=O)N2CCCC2C(=O)Nc2ccccc2)c1 (stereo unspecified),11,-0.4
N#CCCN(C(=O)COC(=O)C1=NNC(=O)CC1)c1ccccc1,11,-0.5
NS(=O)(=O)c1ccc(N2N=C(c3ccccc3)CC2c2cccc(Cl)c2)cc1 (stereo unspecified),7,/
CCc1nnc(NC(=O)CSc2nc3c(cc2C#N)CCC3)s1,33,-1.5
Oc1cc(Cc2ccccc2)cnc1CN1CCCCC1,-8,0.1
O=C1CN(C(=O)COc2ccc(Br)cc2)c2ccccc2N1,17,-1.5
Cc1noc(C)c1COc1ccc(C(=O)OCC(N)=O)cc1,8,2.5
CC(=O)N1CCN(c2ccc(NC(=O)c3ccc(C)cc3)cc2)CC1,9,-2.4
COc1ccc(N2CCN(C(=O)CCCOc3cc(=O)n(C)c4ccccc34)CC2)cc1,9,-1.9
CC(=O)NC(CC(=O)NC12CC3CC(CC(C3)C1)C2)c1ccccc1 (stereo unspecified),18,-0.5
CN(C(=O)c1ccc(Oc2ccc([N+](=O)[O-])cc2)cc1)C1CCCCC1,18,-0.8

# Further records:
molecule,OX1R FRET antag,STK33 kinase inh
CN(CC(=O)Nc1cccc(F)c1)C(=O)c1cc(S(=O)(=O)N2CCN(c3ccccc3)CC2)ccc1Cl,7,0.3
COc1ccc(C2=NOC(Cn3nc(-c4ccccc4)cc3C(=O)NCc3cccc(C(F)(F)F)c3)C2)cc1 (stereo unspecified),3,0.2
CC(=O)Nc1cccc(-c2nc3ccccc3s2)c1,76*,-1.2
CCN(CC)S(=O)(=O)c1ccc(/C=C/C(=O)Nc2ccc(F)cc2F)cc1,0,-1.2
NC(=O)[C@H]1CC2(CC(c3cccc(NC(=O)[C@H]4CCC(=O)N4)c3)=NO2)CN1C(=O)c1ccccc1C(=O)c1ccccc1 (stereo partly specified),16,-1.6
CCN(CC(=O)Nc1ccc(OC)cc1)C(=O)CSCC(=O)Nc1cc(C)on1,5,-0.1
CN(C)C(=S)Nc1ccc2c(c1)OCCO2,2,-1.3
CC(C)CN1CCC(C(=O)N2CCN(c3ccccc3F)CC2)CC1,3,2.1
Cc1cc(-c2nnc(CCC(=O)NC(Cc3ccccc3)c3ccccc3)o2)no1 (stereo unspecified),6,-1.6
CCOC(=O)C1(C(F)(F)F)N=C(c2cccnc2)OC(N2CCOCC2)=N1 (stereo unspecified),6,3.2
CC(=O)NCCC(=O)Nc1nc2c(ccc3ccccc32)s1,19,0.1
CC1CCC(NC(=O)c2cc(S(=O)(=O)N3CCCCC3)c[nH]2)CC1 (stereo unspecified),-5,-1.5
CSc1ncc(Cl)c(C(=O)NCc2cccnc2)n1,/,-1.1
CCN(CC)CCN(C(=O)c1ccc(Br)s1)c1nc2cc3c(cc2s1)OCCO3,12,-1.8
COC(=O)CCCC1=CC2=CC(=O)C(C)(OC(=O)c3cccs3)C(=O)C2=CN1C1CC1 (stereo unspecified),44,0.5
Cc1ccc(-n2nnnc2SC(C)C(N)=O)c(C)c1 (stereo unspecified),13,0.2
C=CCN(c1ccccc1OC)S(=O)(=O)c1cccc(C(=O)NCc2ccco2)c1,18,7.2
CC1(C)COC2(OC1)C(=O)N(CN1CCOCC1)c1ccccc12,13,-1.5
CC(C)(Cc1ccccc1)/[N+]([O-])=C\c1ccccc1,23,-0.6
CCOCCCN(C)C1CCN(C(=O)c2oc3ccccc3c2NC(=O)Cc2ccc(F)cc2)CC1,10,0.0
Cc1ccc2c(c1)C(=O)C(=O)N2Cc1ccc(Cl)cc1,2,0.4
CCc1ccc(C2C(C#N)=C(N)Oc3cc(N)ccc32)cc1 (stereo unspecified),11,0.2
CCCN(CCC)c1nc(N)nc(-c2cc(Cl)ccc2OC)n1,7,-6.6
O=C(CC1SC(=Nc2ccc3c(c2)OCCO3)NC1=O)Nc1ccc(F)cc1F (stereo unspecified),7,-0.4
N=C1S/C(=C\c2ccco2)C(=O)N1c1nccs1,50,-1.3
C=CCNC(=S)/N=c1/ccccn1C,-2,0.1
CC(=O)c1c(C)nc2ccccc2c1N,18,0.8
CC(=O)OC(C(=O)NC1CCCCC1)c1ccc(Cl)cc1 (stereo unspecified),13,-3.0
CC(C)(C)n1nc2c(c1NC(=O)c1ccco1)CS(=O)C2 (stereo unspecified),10,0.4
C=C(C)C1CC=C(C)/C(=N/NC(=O)COc2ccccc2Cl)C1 (stereo unspecified),4,-1.7
CCCC(=O)N1CCN(c2ccc(NC(=O)c3ccccc3)cc2)CC1,8,0.8
Cc1cccc(C)c1OCC(=O)N(Cc1ccco1)C1CCS(=O)(=O)C1 (stereo unspecified),-4,-0.7
Cn1c(N)c(C(=O)COC(=O)c2cc(S(=O)(=O)N3CCOCC3)ccc2F)c(=O)n(C)c1=O,7,-1.3
Cn1c(CN2CCCC2)c(C#N)c2ccccc21,7,-0.5
CC1SC2(NC1=O)C1CC3CC(C1)CC2C3 (stereo unspecified),26,-1.6
Cn1c(C(=O)NCCN2CCCCCC2)cc2c(=O)n(C)c3ccccc3c21,11,1.8
COC(=O)c1ccc(CSc2nc3ccc(Cl)cc3[nH]2)o1,36,-0.6
CCn1c(O)c(N=Nc2ccc3ccccc3n2)c2ccccc21,10,0.5
O=c1[nH]c(/C=C\c2cccnc2)c([N+](=O)[O-])c(=O)[nH]1,54*,0.7
COc1ccc(Cl)cc1C(=O)N1CCN=C1SC,16,5.9
Cc1ccc(C)c(C(=O)CSc2nnnn2-c2cccnc2)c1,3,0.6
COc1ccc(OCC(=O)N2CCN(c3cccc(Cl)c3)CC2)cc1,6,-0.3
COc1ccccc1/C=C1\SC(=S)N(CCC(=O)Nc2ccc(C(=O)O)c(O)c2)C1=O,8,-1.9
CN(C)CCCN(C(=O)c1ccc(S(=O)(=O)N(C)C2CCCCC2)cc1)c1nc2ccc(Br)cc2s1,13,-1.8
C/C(=N\NC(=O)c1ccco1)c1cc2ccccc2o1,15,-0.3
COc1ccc(-n2nnc3c(=O)n(CC(=O)N4CCC(Cc5ccccc5)CC4)cnc32)cc1,-1,-0.6
Cc1ccc(CC(=O)NCc2ccc(F)cc2)cc1,6,-2.3
Cc1ccc(S(=O)(=O)NCc2cccnc2)c(C)c1,0,-0.9
CCOC(=O)CC(NC(=O)c1cccs1)c1ccc(OCC)cc1 (stereo unspecified),6,-1.4
Cn1c(C(=O)O)ccc1S(=O)(=O)N1CCCCCC1,2,-1.3
COc1ccc(CCNC(=O)c2ccc3c(c2)S(=O)(=O)N=C2CCCCCN23)cc1,11,/
O=C(CN1CCN(C(=O)c2ccco2)CC1)NCc1ccc(Cl)cc1,13,0.6
O=C(NCCCc1ccccc1)C(=O)NCC1OCCN1S(=O)(=O)c1ccc(F)cc1 (stereo unspecified),10,-1.1
CC1=C(/C=C/C(C)=C/C=C/C(C)=C\C(=O)O)C(C)(C)CCC1,26,-0.2
COc1ccc(C)cc1NC(=O)CN1C(=O)COc2ccc(S(=O)(=O)N3CCC(C)CC3)cc21,14,1.8
Cc1cccc(NC(=O)c2cc(C)nc3ccccc23)c1,7,-2.0
CSc1ncccc1C(=O)OCc1ccc(Br)cc1,22,0.3
Clc1ccc(-n2nnnc2-c2cnc(-c3ccncc3)nc2-c2cccs2)cc1,21,0.0
O=C(NC1CCCCC1)C(c1ccccc1)N(C(=O)c1cccs1)c1ccc2c(c1)OCO2 (stereo unspecified),8,6.9
CC12COC3(C(N)=O)CC1CCC32C (stereo unspecified),0,-0.5

# In the list so far, these have two or more sulfur atoms.
molecule,OX1R FRET antag,STK33 kinase inh
Cc1cc(S(=O)(=O)NCc2cccs2)ccc1-n1cnnn1,7,0.1
CC(=O)Nc1ccc(NS(=O)(=O)c2ccc(-c3csc(C)n3)s2)cc1,5,4.0
O=C(CSc1nc2ccccc2n1CC(=O)N1CCCC1)Nc1nccs1,4,0.3
CSc1ccc(S(=O)(=O)NCCOc2ccccc2C)cc1,22,-1.3
CCc1nnc(NC(=O)CSc2nc3c(cc2C#N)CCC3)s1,33,-1.5
CCN(CC)CCN(C(=O)c1ccc(Br)s1)c1nc2cc3c(cc2s1)OCCO3,12,-1.8
N=C1S/C(=C\c2ccco2)C(=O)N1c1nccs1,50,-1.3
COc1ccccc1/C=C1\SC(=S)N(CCC(=O)Nc2ccc(C(=O)O)c(O)c2)C1=O,8,-1.9
CN(C)CCCN(C(=O)c1ccc(S(=O)(=O)N(C)C2CCCCC2)cc1)c1nc2ccc(Br)cc2s1,13,-1.8

# Compounds as they come, and some 1.8% of all compounds hit somewhere here.
